Screening data: PubChem, National Center for Advancing Translational Sciences (NCATS)
p53 reactivator: qHTS assay for re-activators of p53 using a Luc reporter. H1299 p53-A138V BP100-luciferase reporter, luminescence, 24 h. Potency, µM (titrated, usually from 92.2 µM), for the others: at the top dose activity change, positive = activation, usual class: activators. 320,000 tested, 0.063% active. AID 504706, 2011; further: potency means the concentration at half of the fitted maximal effect; % of control where 0% means no effect; nearly all actives have a fitted effect of over 45% in size
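H1299 (p53-null), stable ts p53-A138V + BP100-Luc; 1000 cells/well, Opti-MEM/10% FBS; cpd 4 pt, 1:5; 24 h, 37 deg C, 5% CO2; detection reagent 10 min RT; luminescence.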
RORgamma inh: qHTS for inhibitors of ROR gamma transcriptional activity. Nuclear receptor ROR-gamma (Mus musculus), P51450. 310,000 tested, 5.4% active. Drosophila S2 Gal4-RORgamma UAS-luciferase reporter, 20 h. Potency, µM (top dose mostly 53.6 µM), for inactives: top-dose activity change, negative = inhibition, most hits filed as inhibitors. AID 2551, 2010; further: potency means the concentration at half of the fitted maximal effect; on the % scale 0 is the no-effect control and ±100 the full control effect; nearly all actives have a fitted effect of over 60% in size
Target sequence (P51450 whole entry, looked up, the tested form may be a part): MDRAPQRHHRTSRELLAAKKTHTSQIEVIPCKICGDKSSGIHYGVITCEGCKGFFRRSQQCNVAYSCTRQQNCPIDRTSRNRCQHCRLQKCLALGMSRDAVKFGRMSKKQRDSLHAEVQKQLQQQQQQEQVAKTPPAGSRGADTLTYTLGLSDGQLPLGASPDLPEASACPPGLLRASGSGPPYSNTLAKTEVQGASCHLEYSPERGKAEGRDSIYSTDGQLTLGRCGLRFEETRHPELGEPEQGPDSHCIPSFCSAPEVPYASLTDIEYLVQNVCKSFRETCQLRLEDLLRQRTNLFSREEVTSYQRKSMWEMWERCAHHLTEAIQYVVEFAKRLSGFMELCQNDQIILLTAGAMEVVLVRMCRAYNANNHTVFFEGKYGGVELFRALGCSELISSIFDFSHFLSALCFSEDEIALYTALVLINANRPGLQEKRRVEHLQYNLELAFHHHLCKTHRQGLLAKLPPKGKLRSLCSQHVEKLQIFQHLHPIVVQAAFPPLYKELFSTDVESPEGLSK
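Stably transfected Drosophila Schneider cells are the test system, with ROR gamma fused to Gal4 and luciferase under UAS control; luminescence is read after 20 hr of 700 uM copper sulfate induction at ambient temperature.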
PKM2 activator: qHTS Assay for Activators of Human Muscle isoform 2 Pyruvate Kinase | Potency, µM (highest dose often 57.5 µM), without a hit: at the highest dose activation, usual class: activators | Pyruvate kinase PKM (Homo sapiens), P14618 | 260,000 tested, 0.34% active | purified PKM2, Kinase-Glo ATP luminescence, activation; response scale: 0% is enzyme alone, no compound; further: potency means the concentration at half of the fitted maximal effect; on the % scale 0 is the no-effect control and ±100 the full control effect; nearly all actives have a fitted effect of over 55% in size
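ATP formation by purified human PK-M2, quantified via coupled luciferase luminescence after 1 h at room temperature with 0.1 mM ADP and 0.5 mM PEP final.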
BRCA1 expr act: qHTS Assay to Identify Small Molecule Activators of BRCA1 Expression; 380,000 tested, 1.1% active; MCF7-BRCA1-FFLuc reporter, luminescence, 48 h; response scale: scaled: vehicle 0%, 10 µM genistein 100%; Potency, µM (titrated, usually from 46.1 µM), inactives show top-dose activation, most hits filed as activators; further: potency means the concentration at half of the fitted maximal effect; nearly all actives have a fitted effect of over 80% in size; some results filed as inactive show a strong effect at the top dose
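Using MCF7 cells harboring a BRCA1 firefly luciferase reporter, plated 2 h before compound pinning, the screen measured luminescence after 48 h incubation. Responses were normalized to DMSO and 10 microM genistein, then fitted for concentration-effect.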
ELG1 genotox: qHTS screen for small molecules that induce genotoxicity in human embryonic kidney (HEK293T) cells expressing luciferase-tagged ELG1. HEK293T ELG1-luciferase reporter, luminescence, 16 h. Potency, µM (titrated, usually from 46 µM), inactives show at the highest dose activity change, positive = activation, usual class: activators. 330,000 tested, 1.3% active; further: potency means the concentration at half of the fitted maximal effect; % of control where 0% means no effect; nearly all actives have a fitted effect of over 60% in size
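Step 1: seed 2,000 HEK293T ELG1-luciferase cells per well. Step 2: add compound or DMSO, incubate 16 hr at 37 °C. Step 3: ONE-Glo, 30 min at room temperature, read luminescence.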
Giardia killer: Small Molecules that selectively kill Giardia lamblia: qHTS | Giardia lamblia trophozoite viability | activity change, % at 7.66 µM, hits read low | 340,000 tested, 0.15% active | AID 540267, 2011; in the data active means activity change below about -80%; inconclusive means between about -30% and that limit;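 further: parasites exposed to compound for two days anaerobically before the ATP read; on the % scale 0 is the no-effect control and ±100 the full control effect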
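Each well holds 100 Giardia trophozoites and compound. After two days (48 hrs) at 37 deg C in anaerobic conditions, ATP is quantified by luminescence.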
NPC1 prom act: qHTS Assay for NPC1 Promoter Activators; Huh7 NPC1 promoter luciferase reporter, 24 h; Potency, µM (series often up to 9.22 µM), inactives show at the highest dose activation, most hits filed as activators; 320,000 tested, 2.4% active;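 further: potency means the concentration at half of the fitted maximal effect; % of control where 0% means no effect; nearly all actives have a fitted effect of over 60% in size; reporter is driven by a mutant NPC1 promoter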
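In 1536-well qHTS, Huh7 cells harboring an NPC1 promoter–luciferase construct received compound for 24 h; activation was quantified by luminescence following luciferase reagent addition.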
Menin MLL FP TR: qHTS Assay for Inhibitors Targeting the Menin-MLL Interaction in MLL Related Leukemias: Competition With Texas Red Labeled MLL-derived Mutant Peptide. O00255. Menin + Texas Red MLL mutant peptide, fluorescence polarization. Potency, µM (titrated, usually from 61.6 µM), for the others: at the highest dose FP activity change, negative = inhibition, hits mostly inhibitors. 270,000 tested, 0.23% active. AID 1768, 2009; active means well fitted inhibition curve with a large enough effect in the polarisation, with a control signal flat, not every such curve was filed as active; inconclusive means small, poorly fitted or top-dose-only effect, or effect the other way, or a change in a side signal; inactive means no such curve, though single readings can be large or run the other way; the % refers to the polarisation; further: potency means the concentration at half of the fitted maximal effect; % of control where 0% means no effect; many of its hits are not listed in these tables
Rab9 promoter act: qHTS Assay for Rab9 Promoter Activators. Huh7 Rab9 promoter-luciferase reporter, luminescence, 24 h. Potency, µM (highest dose often 9.22 µM), for inactives: at the highest dose activation, negative = inhibition, usual class: activators. 320,000 tested, 2.8% active. AID 485297, 2010; further: potency means the concentration at half of the fitted maximal effect; % of control where 0% means no effect; nearly all actives have a fitted effect of over 60% in size
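Luciferase signal after 10 min detection reagent at ambient indicates Rab9 promoter upregulation; stably transfected Huh7 cells were treated 24 h with compound in DMSO at 37 °C, 5% CO2.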
FLuc counter: qHTS profiling assay for firefly luciferase inhibitor/activator using purifed enzyme and Km concentrations of substrates (counterscreen for miR-21 project) | purified FLuc, Km substrates, luminescence inhibition | 360,000 tested, 6.9% active | Potency, µM (series often up to 57.5 µM), for the others: top-dose activity change, negative = inhibition, hits mostly inhibitors | Luciferin 4-monooxygenase (Photinus pyralis), P08659 | AID 588342, 2011;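 further: potency means the concentration at half of the fitted maximal effect; plate controls were vehicle for no effect and reference inhibitor for full effect; nearly all actives have a fitted effect of over 55% in size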
Target sequence (P08659 whole entry, looked up): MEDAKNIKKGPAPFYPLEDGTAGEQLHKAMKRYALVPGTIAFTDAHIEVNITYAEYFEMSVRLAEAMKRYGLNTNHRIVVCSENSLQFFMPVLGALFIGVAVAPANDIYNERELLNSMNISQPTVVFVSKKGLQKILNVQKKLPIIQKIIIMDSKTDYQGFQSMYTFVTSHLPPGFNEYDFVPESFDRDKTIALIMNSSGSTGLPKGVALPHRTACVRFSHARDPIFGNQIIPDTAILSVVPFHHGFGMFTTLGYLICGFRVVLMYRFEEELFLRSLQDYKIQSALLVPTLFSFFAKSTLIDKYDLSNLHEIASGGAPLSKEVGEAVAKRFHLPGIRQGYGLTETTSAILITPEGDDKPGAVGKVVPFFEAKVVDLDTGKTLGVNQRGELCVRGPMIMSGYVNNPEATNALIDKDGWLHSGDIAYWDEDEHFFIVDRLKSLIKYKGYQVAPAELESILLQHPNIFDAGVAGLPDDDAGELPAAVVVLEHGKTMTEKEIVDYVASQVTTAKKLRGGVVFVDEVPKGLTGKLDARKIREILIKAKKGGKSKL
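Purified P. pyralis luciferase (10nM final) with 10uM D-luciferin and 10uM ATP (Km levels) in 50mM Tris acetate pH 7.5, 10mM Mg acetate, 0.01% Tween-20, 0.05% BSA; qHTS 6-point titration, ~60 µM downward; luminescence read.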
VP16 counter: VP16 counterscreen qHTS for inhibitors of ROR gamma transcriptional activity; 310,000 tested, 3.5% active; Drosophila S2 Gal4-VP16 UAS-luciferase, luminescence, 20 h; Potency, µM (series often up to 53.6 µM), for inactives: top-dose activity, negative = inhibition, actives largely listed as inhibitors;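 further: Gal4-VP16 expression switched on by copper sulfate through the metallothionein promoter; potency means the concentration at half of the fitted maximal effect; on the % scale 0 is the no-effect control and ±100 the full control effect; nearly all actives have a fitted effect of over 50% in size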
An asterisk follows results filed as active; ? = inconclusive; . = not tested or not shown; [ ] = remark or other dose. Unless noted, the call rests on the fitted dose curve; in most records, active means well fitted curve in the direction sought with a large enough effect; inconclusive means small, poorly fitted or top-dose-only effect, or another doubt; inactive means no such curve, though single readings can be large; an effect the other way counts as inactive or inconclusive. Only part of the results is shown; the hit share may differ from the screen's.

structure	Menin MLL FP TR	Giardia killer	FLuc counter	VP16 counter	NPC1 prom act	Rab9 promoter act	RORgamma inh	p53 reactivator	PKM2 activator	BRCA1 expr act	ELG1 genotox
CCC(C)N1C(=S)SC(C)(C)C1N(O)C(=O)NC1CCCCC1 (stereo not drawn)	.	-9	-3%	-2%	-1%	-3%	-15%	0%	-4%	-17%	-3%
O=C(COC(=O)c1cc(S(=O)(=O)N2CCOCC2)ccc1O)NCCc1ccccc1	0%	2	3%	-5%	4%	-6%	20%	-5%	6%	-11%	1%
CN1CCN(c2ccccc2NC(=O)c2ccc(-c3ccccc3)cc2)CC1	7%	0	-9%	-2%	0%	-10%	-11%	2%	-4%	-32%	-14%
CC1CCN(CC(=O)Nc2nn(-c3ccccc3)nc2C(N)=O)CC1	-1%	9	-5%	-14%	-5%	-9%	7%	-2%	-6%	18%	5%
CC1=NN(c2nc(-c3ccc(C)cc3)cs2)C(=O)C1N=Nc1cccc(O)c1 (stereo not drawn)	?	4	?	5%	2%	-6%	-28%	1%	-6%	0%	-13%
CCNS(=O)(=O)c1ccc2c(c1)n(C)c(=O)n2C	.	-5	4%	1%	-1%	-3%	-12%	-6%	14%	-22%	-1%
O=C(c1ccc(Cl)cc1)N(Cc1ccccc1F)N1C(=O)CCCC1=O	1%	6	3%	-25%	0%	?	-5%	-3%	-3%	-18%	-4%
COc1ccc(OC)c(S(=O)(=O)N2CCCC(C(=O)NCCN3CCOCC3)C2)c1 (stereo not drawn)	1%	13	-1%	-5%	-7%	-10%	0%	-1%	2%	7%	-2%
Cc1ccc(OCC(=O)Nc2ccc(N3CCN(C(=O)c4ccc(C)cc4)CC3)cc2)cc1	-1%	-1	1%	-4%	0%	-9%	-10%	-1%	-1%	45%	1%
CCn1nc(C)c(C2C(C#N)=C(N)OC3=C2C(=O)CC(C)(C)C3)c1C (stereo not drawn)	4%	24	-3%	-7%	0%	-1%	33%	-19%	-2%	-1%	-1%
C/C(=N\NC(=O)c1ccc(N2CCCC2=O)cc1)c1ccc(O)cc1O	.	30	1%	0%	-1%	-1%	19%	0%	6%	-12%	-18%
Cc1cccc2cc(C#N)c(SCC#N)nc12	?	1	-2%	-5%	-2%	-9%	-12%	-2%	1%	-47%	0%
Cc1ccc(C(=O)Nc2ccc3c(c2)OCCO3)c(C)c1	2%	?	0.3µM*	4.5µM*	0.089µM*	0.089µM*	3.2µM*	.	-26%	?	?
Cc1ncc(CO)c(/C=N/NC(=O)c2ccccc2Br)c1O	-9%	-13	-2%	18µM*	-1%	0%	10µM*	27%	-22%	-11%	-9%
OC[C@H](O)[C@H](O)[C@@H](O)[C@@H](O)[C@@H]1SC(c2ccccc2)=NN1c1ccccc1	.	1	-11%	-25%	-2%	-2%	8.9µM*	6%	0%	-11%	-5%
Cc1ccc(O)c(C(=O)c2cc(C(=O)NCCc3ccccc3)c(=O)n(CCc3ccccc3)c2)c1	3%	-7	0%	-21%	-3%	2%	?	3%	1%	-53%	-10%
CCOc1ccc(CN(CCC#N)C(=S)NC(=O)c2ccccc2)cc1	-4%	-14	-1%	0.45µM*	-1%	-1%	0.4µM*	-5%	-1%	-24%	-5%
CCC(C)[C@H](NC(=O)[C@H](Cc1ccccc1)n1c(=O)[nH]c2ccccc2c1=O)C(=O)N1CCC[C@@H]1C(=O)O (stereo partly drawn)	5%	-16	1%	-1%	-2%	-1%	-4%	.	-2%	0%	2%
Cc1ccc(Nc2cc(C)nc3nnnn23)cc1	16%	-9	-8%	5%	-2%	-3%	0%	-31%[inhibitor]	0%	-3%	-3%
C=CCNC(=O)/C(=C\c1ccco1)NC(=O)c1ccco1	-2%	-12	-1%	0%	4%	7%	-22%	.	-1%	-8%	0%
CC(=O)c1c(N2CCOCC2)nc(=S)n(-c2ccccc2)c1C	-2%	-20	1%	-6%	-3%	-5%	21%	3%	-1%	4%	0%
COC(=O)c1ccc(CNS(=O)(=O)c2ccc3ccccc3c2)cc1	-2%	-4	-3%	5%	-5%	-3%	10%	2%	1%	-2%	-1%
NC(=O)C1(N2CCCCC2)CCN(CC(=O)Nc2ccc(Oc3ccccc3)cc2)CC1	-15%	-9	3%	-1%	.	.	15%	.	-1%	-43%	.
CS(=O)(=O)N1CCN(c2ccccc2NC(=O)c2ccco2)CC1	30%[activator]	1	-4%	-13%	0%	5%	3%	-2%	-18%	-6%	-4%
Cc1cccc(N(CC(=O)Nc2ccccc2F)S(C)(=O)=O)c1	2%	1	0%	3%	2%	5%	1%	-5%	1%	1%	-1%
CCOC(=O)N/N=C(/C)c1cccc(-n2cnnn2)c1	8%	1	-1%	2%	-3%	-5%	13%	-3%	-1%	10%	1%
CCc1nnc(NC(=O)CSc2nnc(-c3ccc(O)cc3)n2C)s1	6%	-21	4%	-5%	-3%	-3%	6%	0%	0%	-6%	-1%
CC(=O)Nc1ccc(Oc2cc(NC(C)=O)cc([N+](=O)[O-])c2)cc1	21%	-5	1%	-6%	0%	-2%	-8%	2%	-1%	3%	-6%
O=C(Cn1cnc2c(nnn2-c2cccc(Cl)c2)c1=O)N1CCCC1	-4%	-14	-2%	-1%	-3%	2%	-3%	1%	1%	-3%	-2%
CC(c1cccs1)N(Cc1ccco1)C(=S)Nc1ccccc1Cl (stereo not drawn)	1%	6	-9%	-7%[10 µM]	-7%	-8%	27%	4%	0%	5%	-8%
NC(=O)NCCN1CCN(c2ncc(C(F)(F)F)cc2Cl)CC1	-3%	15	1%	-7%	4%	1%	28%	2%	-2%	-4%	-3%
COC(=O)CC1c2cc(OC)c(OC)cc2CC(=O)c2cc(OC)c(OC)cc21 (stereo not drawn)	3%	-28	0%	-4%	1%	-2%	8%	-7%	11%	-4%	2%
CN1CCN(C(=O)CCc2ncc(C(F)(F)F)cc2Cl)CC1	-1%	-4	1%	0%	2%	3%	31%	1%	.	3%	-2%
CN1C(=S)N(c2ccccc2)C(=O)/C1=C/c1cccs1	?	8	3%	-11%	-5%	-1%	-25%	-1%	3%	-3%	10%
Cc1oc(-c2cccc(Cl)c2)nc1CS(=O)(=O)CC(=O)NCCCN1CCOCC1	-10%	16	-1%	-3%	0%	-1%	-20%	.	0%	-20%	-1%
O=C(Nc1ccccc1)Nc1ccc(Br)c(Cl)c1	?	-12	6.7µM*	-29%	?	18%	?	?	0%	-59%	-9%
O=C(CSC(=S)N1CCCC1)NCC(=O)Nc1ccc(F)c(F)c1	.	-6	1%	-9%	2%	-2%	-11%	11%	0%	-7%	1%
CCC(=O)c1cn(CC(=O)Nc2cc(C)ccc2C)c2ccccc12	?	-16	?	5%	-5%	-5%	-16%	11%	-1%	-2%	1%
CN(Cc1ccccc1)C(=O)c1nc2ccccn2c1CNCCCOc1cccnc1	-3%	0	-2%	-4%	-2%	-5%	2%	-1%	-1%	2%	-5%
CC(=O)NC1C(O)OC(CO)C(O)C1O (stereo not drawn)	.	6	-2%	.	-3%	-3%	.	5%	.	-28%	-7%
O=C(Nc1ccc(-c2cn3ccccc3n2)cc1)c1ccc(Cl)cc1	?	7	-18%	1%	?	27%	-43%	-2%	-10%	-20%	2%
CCN(CC)C(C)C(=O)NCC1(c2ccccc2)CCOCC1 (stereo not drawn)	13%	-4	3%	-10%	-3%	-8%	-10%	0%	2%	0%	4%
NCCCC[C@@H](C(=O)N1CCNCC1)n1cc([C@@H](N)CC(N)=O)nn1	.	-6	-2%	.	0%	-1%	.	10%	.	0%	3%
